# Phagocytosis inh – inhibitors of macrophage phagocytosis. J774A.1 macrophage IgG-bead phagocytosis, imaging. 110,000 tested, 0.07% active. inhibition, % at 5 µM;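 active = inhibition above the mean of the plate negative controls plus 5 SD, cut at about 13% in these data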;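 also: phagocytic index as fraction of beads internalized from green versus red external bead signal; plate controls were DMSO negative control for no effect and cytochalasin-D positive control for full effect; some results beyond the cut were filed as inactive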
# NPY Y2 blocker – NPY-Y2 (human) receptor antagonism; P49146; NPY-Y2 expressing cells, antagonist mode; inhibition, % at 2.7 µM; 140,000 tested, 0.99% active; AID 793; in the data active = inhibition above about 17%;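 also: 0% = vehicle with agonist challenge and 100% = reference antagonist with challenge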
# Target sequence (P49146 whole entry, looked up): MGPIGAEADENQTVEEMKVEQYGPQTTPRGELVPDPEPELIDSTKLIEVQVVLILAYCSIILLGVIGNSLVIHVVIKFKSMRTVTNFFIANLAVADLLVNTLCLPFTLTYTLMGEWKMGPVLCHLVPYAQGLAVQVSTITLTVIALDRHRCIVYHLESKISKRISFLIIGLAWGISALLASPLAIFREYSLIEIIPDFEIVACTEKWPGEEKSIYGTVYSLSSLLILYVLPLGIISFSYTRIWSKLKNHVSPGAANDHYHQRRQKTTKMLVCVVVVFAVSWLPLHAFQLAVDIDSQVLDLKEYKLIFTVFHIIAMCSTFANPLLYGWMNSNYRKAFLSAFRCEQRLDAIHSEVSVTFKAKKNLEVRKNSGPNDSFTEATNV
# E-sel TNF inh – blocks E-selectin expression induced by TNF alpha | HUVEC TNFa-induced E-selectin immunofluorescence, high content | inhibition, % at 2 µM | 120,000 tested, 0.71% active;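 active = inhibition above the batch mean plus 3 SD, and confirmed as a hit on visual image review, cut at about 43% in these data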;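 also: 0% = TNF-stimulated DMSO wells and 100% = unstimulated control wells; not every result past the cut was called active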
# bCat KO growth – beta-catenin-lacking colon tumor cell growth suppression | HCT116 beta-catenin knockout viability, CellTiter-Glo, 60 h; hits give low values | viability, % at 10 µM | 140,000 tested, 1.5% active;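 active = viability at or under a set limit, the compound median less 4 SD, cut at about 6% in these data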;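 also: 0% = Hyamine 1622 control at 20 µM and 100% = untreated cell control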
# Measles CPE – protection of cells from measles virus. Measles virus-infected cells, CPE protection, absorbance. protection (pct of control), % at 4 µM. 140,000 tested, 1.5% active; in the data active = protection mostly above about 24%, no sharp cut-off; inactive = mostly below about 26%; also: some compounds called inactive have numbers as strong as hits
# Yeast life ext – yeast lifespan extension; S. cerevisiae growth with nicotinamide, OD615; deaD strain in restrictive glucose medium; inhibition of the nicotinamide effect, % at 10 µM; 130,000 tested, 0.68% active; AID 775;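 active = inhibition above a set limit, placed 3 SD over the median of all compounds, cut at about 26% in these data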;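 also: 0% = nicotinamide-treated wells and 100% = cells grown without nicotinamide; some compounds called inactive have numbers as strong as hits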
#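 Test system: DeaD-strain S. cerevisiae / Buffer or medium: restrictive glucose medium / Also added: nicotinamide 1.5 mM / Doses: one concentration, 10 µM, DMSO 0.25% / Schedule: 48 h at 30 °C / Signal: OD615 measurement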
# Yeast growth inh – reduces growth of yeast BB579 in restrictive medium; S. cerevisiae BB579 growth, OD615, 48 h; inhibition, % at 10 µM; 140,000 tested, 0.51% active; AID 804;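 active = inhibition above a set limit, 3 SD over the mean compound inhibition, cut at about 44% in these data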; also: inactives centre near -24
#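 controls = amphotericin B 10 µg/mL, positive | assay system = DeaD yeast strain BB579 | schedule = 48 h compound exposure at 30 °C after 4 h preincubation | detection = OD615 turbidity measurement | medium = restrictive CSMM-D medium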
# GALR2 blocker – antagonists of human galanin receptor 2 (GALR2); GALR2-expressing cells, antagonist mode; inhibition, % at 4 µM; 140,000 tested, 0.39% active; AID 828; in the data active = inhibition above about 27%;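 also: cells stimulated with galanin 1-16 at roughly its EC80; 0% = agonist challenge control and 100% = basal control without agonist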
# Target sequence (O43603 whole entry, looked up): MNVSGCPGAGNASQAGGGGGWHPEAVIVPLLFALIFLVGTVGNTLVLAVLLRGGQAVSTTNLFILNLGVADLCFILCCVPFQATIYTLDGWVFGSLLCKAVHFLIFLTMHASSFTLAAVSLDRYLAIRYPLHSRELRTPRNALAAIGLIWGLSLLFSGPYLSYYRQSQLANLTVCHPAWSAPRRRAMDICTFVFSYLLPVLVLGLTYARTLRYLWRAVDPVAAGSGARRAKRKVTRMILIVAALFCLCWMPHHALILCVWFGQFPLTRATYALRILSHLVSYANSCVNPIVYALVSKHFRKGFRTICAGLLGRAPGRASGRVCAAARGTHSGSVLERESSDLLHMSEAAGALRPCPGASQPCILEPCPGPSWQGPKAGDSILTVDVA
# MRP1 act – activators of MRP-1. AID 799. viability increase, % at 10 µM. H69AR cells + doxorubicin, viability rescue, CellTiter-Glo. 140,000 tested, 0.61% active;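 active = viability gain under doxorubicin at or above a set limit, the compound median plus 3 SD, cut at about 4.7% in these data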;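 also: MRP-1 overexpressing cells given doxorubicin 25 µM after compound pretreatment; 18-22 h compound pretreatment then 72 h with doxorubicin before readout; 0% = doxorubicin-only wells and 100% = vehicle-treated cells without doxorubicin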
# PTEN del growth – growth suppressors of cells with PTEN tumor suppressor deletion; HCT116 PTEN-null viability, CellTiter-Glo, 60 h; hits give low values; viability, % at 10 µM; 140,000 tested, 1.2% active;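 active = viability at or below a set limit, 4 SD under the median of all tested compounds, cut at about 3.7% in these data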;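 also: PTEN knockout HCT116 line with beta catenin targeted HCT116 as companion control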
# * marks the source's active call; other numbers are inactive results; / = no result given.
Structure	Phagocytosis inh	NPY Y2 blocker	E-sel TNF inh	bCat KO growth	Measles CPE	Yeast life ext	Yeast growth inh	GALR2 blocker	MRP1 act	PTEN del growth
CN1CCN(C(=O)c2cnn3c(C(F)(F)F)cc(-c4ccc5c(c4)OCO5)nc23)CC1	-2	0	-7	80	1	-9	0	5	-1.3	76
CCOC(=O)c1ccc(S(=O)(=O)Nc2cc(C(C)(C)C)no2)cc1	-5	6	-7	105	40*	40	-56	2	-0.2	101
O=C(CN1C(=O)COCC1=O)N1CCOCC1	3	2	0	89	22	-13	-5	-5	-1.0	91
CCOC(=O)N1CCC(NC(=O)C2CCCN(S(=O)(=O)c3cccnc3)C2)CC1 (configuration not stated)	0	0	-29	91	19	-2	-31	6	-1.1	87
CCn1cc(C(=O)NC(=S)Nc2sc3c(c2C(=O)OC)CCCCCC3)cn1	4	2	-59	9	8	16	-13	-6	-5.7	2.1*
COCCNC(=O)CN(C)S(=O)(=O)c1ccc(Br)cc1	-3	3	-3	82	4	2	-31	0	-0.3	94
Cc1c(NC(=O)CSc2ncn[nH]2)c(=O)n(-c2ccccc2)n1C	/	1	-12	97	14	/	15	2	0.3	97
Cc1ccccc1NC(=O)c1sc(Cl)nc1C	-2	3	/	84	7	-6	-14	4	-4.0	82
O=C(NCc1ccncc1)C(=O)Nc1nc(C23CC4CC(CC(C4)C2)C3)cs1	-4	4	1	93	10	2	-8	-1	1.2	103
C=C(C)CNC(=S)N/N=C(\C)c1ccc(OC)cc1	-9	2	/	83	8	-6	-2	-9	-3.4	84
N#Cc1c(OCC(=O)c2ccccc2)nc2c(c1-c1ccco1)CCc1ccccc1-2	/	0	10	77	5	/	-10	9	-4.5	80
CCCCn1c(SC(C)C(=O)c2ccc(OC)cc2)nc2cc(S(N)(=O)=O)ccc21 (configuration not stated)	/	1	9	75	9	-2	-37	-11	-2.5	58
FC(F)(F)c1ccc(/C=N/N2CCN(Cc3cccc4ccccc34)CC2)cc1	/	6	-41	75	8	-10	-61	-3	2.2	70
O=C(COc1ccc(S(=O)(=O)NC2CCCCC2)cc1Cl)NCc1cccnc1	3	0	-22	96	25	1	16	16	-1.4	86
COc1ccc(C(=O)Nc2sc3c(c2C(=O)NCc2ccco2)CCCC3)cc1OC	-1	-3	13	80	4	-4	-10	2	-0.5	75
FC(F)(F)c1cccc(CN2CCCCCC2)c1	0	3	20	95	4	1	-18	-3	-3.6	89
Cc1ccnc(SCC(=O)N2CCC(C(N)=O)CC2)n1	/	3	24	99	9	-5	-2	3	-0.6	92
Fc1ccccc1N1CCN(C(c2ccncc2)c2nnnn2C2CCCC2)CC1 (configuration not stated)	-1	8	0	101	18	-8	-64	-9	-0.9	92
Cc1ccc(S(=O)(=O)N2CCN(Cc3cc(C(C)C)ccc3O)CC2)cc1	0	2	-40	80	6	-1	-24	-5	-1.4	79
O=C(NC1CC2CCCC(C1)N2S(=O)(=O)c1ccccc1)C1CCCCC1 (configuration not stated)	/	-4	3	73	7	-2	6	5	-2.4	74
Cc1cc2oc(C(=O)N(Cc3ccccc3)C3CCS(=O)(=O)C3)cc(=O)c2cc1Cl (configuration not stated)	-1	5	19	93	11	-5	-6	-7	-3.7	83
CCc1ccc(C(=O)CSc2nnc(C)c(=O)[nH]2)cc1	-3	9	19	89	8	1	-27	16	-3.5	98
CN(C1CCCCC1)S(=O)(=O)c1ccc(C(=O)N2CCN(c3nc4ccccc4s3)CC2)cc1	-12	1	/	73	17	-1	-29	2	-1.6	76
Cc1ccccc1-n1ncc2c(SCC(=O)NCc3cccs3)ncnc21	/	4	8	25	1	-11	-69	-6	-5.1	22
C=CCSc1nc2sc3c(c2c(=O)n1CC=C)CCc1ccccc1-3	-8	5	41	98	18	-1	1	1	-0.9	99
Cn1cc(C(=O)NCc2ccc(F)cc2)c(=O)c2cc(S(=O)(=O)N3CCCCC3)ccc21	-2	0	-7	71	3	1	-50	-10	-1.8	77
C1=C(C(c2nnnn2C2CCCCC2)N2CCCCC2)COc2ccccc21 (configuration not stated)	0	4	-11	77	13	7	-41	8	-1.8	79
CC(=N\Nc1ccc(Cl)cc1)/C(=N/O)C(=O)Nc1ccccc1	-3	-4	3	92	17	-27	-14	-1	-1.9	94
Cc1ccc(Nc2nnc(SCC(=O)Nc3cccc(S(=O)(=O)NC4=NCCCCC4)c3)s2)cc1	-9	-3	/	79	21	1	-12	1	-1.4	76
COc1ccc(C(=O)N/C(=C\c2cccc3ccccc23)C(=O)NCCc2c[nH]c3ccccc23)cc1OC	/	1	-12	88	3	-3	-76	-1	-0.6	89
CCOCCCn1c(SCc2nc3ccccc3s2)nc2ccccc2c1=O	/	10	5	29	12	-2	-12	-11	-3.3	33
Cc1ccc(C(=O)Nc2nnc(-c3cccs3)s2)cc1C	/	-2	8	66	8	-12	-52	-10	-2.4	84
O=C(c1ccco1)c1cn(CC(=O)N2CCCc3ccccc32)c2ccccc12	/	6	-16	85	4	-11	-10	-1	-2.9	77
O=C(CSc1nnc(CNC(=O)c2ccco2)o1)NC1CCCC1	1	3	0	103	12	-24	-23	-7	-0.3	113
COC(=O)CC(=O)CSc1nc2c(cc1C#N)CCCCC2	1	1	24	106	11	-22	-24	3	-6.5	99
CC(=O)OCCCN1c2ccccc2Nc2nnc(-c3ccccc3)cc21	1	3	-2	79	3	-22	-53	16	-2.6	71
Cc1ccc(NC(=O)Cc2ccccc2Cl)cc1S(=O)(=O)N(C)C	4	3	-87	80	3	2	-61	5	0.4	76
Cc1ccc2[nH]c(=O)c(C(c3nnnn3CCc3ccccc3)N3CCOCC3)cc2c1 (configuration not stated)	-5	1	13	97	17	4	-41	0	-1.5	102
O=S(=O)(Cc1ccccc1)N1CCc2ccccc2C1	-1	4	-2	88	5	-2	-18	-9	-1.2	99
COC(CNC(=O)c1c[nH]c2ccc(S(=O)(=O)N3CCC4(CC3)OCCO4)cc2c1=O)OC	-4	1	-22	81	17	4	-28	1	-1.6	79
Cc1ccc(-c2nc3ccccc3o2)cc1NC(=S)NC(=O)c1cc2ccccc2o1	-16	4	14	23	10	-3	-15	1	-6.1	12
CCCOC(=O)Nc1nnc(CCC)s1	0	3	2	100	10	-6	-28	-11	-0.1	102
Cc1nc(N2CCN(c3ccccc3)CC2)[nH]c(=O)c1Cc1cccc2ccccc12	-2	5	-19	38	9	-15	-31	9	-4.9	37
C=CC(C)(C)c1cc2cc3ccoc3cc2oc1=O	/	6	/	92	7	-6	-41	3	-0.9	87
COc1ccc(/C(C)=N/NC(=O)Cc2c(C)nc(C)[nH]c2=O)cc1	-4	-1	/	90	7	1	-41	11	1.6	100
CCN(CC)C(=O)CSc1nnc(-c2cccs2)n1Cc1ccco1	1	5	21	97	18	-13	-37	-4	-0.7	107
CCOc1ccc(NC(=O)c2cn(CC(C)C)c(=O)c3c2c2ccccc2n3C)cc1	-11	1	/	26	10	-3	-7	7	-4.4	59
Cc1cccc(NC(=O)C2CCCN2S(=O)(=O)c2cccc3cccnc23)c1 (configuration not stated)	0	-2	-4	77	10	1	26	7	-2.5	74
Cn1c(Cn2nnc3ccccc32)nnc1SCC(=O)N1c2ccccc2CCc2ccccc21	-1	5	/	69	2	-7	-46	5	-1.1	90
C=CCn1c(COc2ccccc2F)nnc1SCC(=O)c1c[nH]c2ccccc12	-1	-1	-10	81	5	-2	-30	7	-3.4	74

# Part of the list above in order of heavy-atom count, smallest number first:
Structure	Phagocytosis inh	NPY Y2 blocker	E-sel TNF inh	bCat KO growth	Measles CPE	Yeast life ext	Yeast growth inh	GALR2 blocker	MRP1 act	PTEN del growth
Cc1ccnc(SCC(=O)N2CCC(C(N)=O)CC2)n1	/	3	24	99	9	-5	-2	3	-0.6	92
CC(=N\Nc1ccc(Cl)cc1)/C(=N/O)C(=O)Nc1ccccc1	-3	-4	3	92	17	-27	-14	-1	-1.9	94
CCOC(=O)c1ccc(S(=O)(=O)Nc2cc(C(C)(C)C)no2)cc1	-5	6	-7	105	40*	40	-56	2	-0.2	101
C=CCSc1nc2sc3c(c2c(=O)n1CC=C)CCc1ccccc1-3	-8	5	41	98	18	-1	1	1	-0.9	99
O=C(NC1CC2CCCC(C1)N2S(=O)(=O)c1ccccc1)C1CCCCC1 (configuration not stated)	/	-4	3	73	7	-2	6	5	-2.4	74
Cc1cccc(NC(=O)C2CCCN2S(=O)(=O)c2cccc3cccnc23)c1 (configuration not stated)	0	-2	-4	77	10	1	26	7	-2.5	74
FC(F)(F)c1ccc(/C=N/N2CCN(Cc3cccc4ccccc34)CC2)cc1	/	6	-41	75	8	-10	-61	-3	2.2	70
Cc1cc2oc(C(=O)N(Cc3ccccc3)C3CCS(=O)(=O)C3)cc(=O)c2cc1Cl (configuration not stated)	-1	5	19	93	11	-5	-6	-7	-3.7	83
COc1ccc(C(=O)Nc2sc3c(c2C(=O)NCc2ccco2)CCCC3)cc1OC	-1	-3	13	80	4	-4	-10	2	-0.5	75
CN(C1CCCCC1)S(=O)(=O)c1ccc(C(=O)N2CCN(c3nc4ccccc4s3)CC2)cc1	-12	1	/	73	17	-1	-29	2	-1.6	76
COc1ccc(C(=O)N/C(=C\c2cccc3ccccc23)C(=O)NCCc2c[nH]c3ccccc23)cc1OC	/	1	-12	88	3	-3	-76	-1	-0.6	89

# Next section
Structure	Phagocytosis inh	NPY Y2 blocker	E-sel TNF inh	bCat KO growth	Measles CPE	Yeast life ext	Yeast growth inh	GALR2 blocker	MRP1 act	PTEN del growth
Cn1c(NC(=O)c2ccc(C(C)(C)C)cc2)cc(=O)n(C)c1=O	-1	4	-49	91	20	-4	-34	-1	-3.9	89
Cc1cccc(NC(=O)COc2cccc3c2CCN(Cc2ccccc2)C3=O)c1C	-12	8	50	81	23	2	-9	-1	0.4	83
O=C(Oc1cccnc1)c1ccccc1[N+](=O)[O-]	3	2	-2	99	11	-6	-44	7	0.9	100
COC(=O)c1c(C(=O)OC)c2ccncn2c1Cl	-1	0	2	97	16	-13	5	1	0.1	98
COc1cccc(/C=N/n2c(=S)n(C)c3ccccc32)c1OC	1	10	7	97	22	-8	-29	1	-0.6	102
O=C1N(S(=O)(=O)c2ccccc2F)C(=O)C2(CCCC2)N1S(=O)(=O)c1ccccc1F	-1	1	-34	81	6	-1	-74	1	-0.9	103
O=C(O)/C=C/C(=O)NCc1ccccc1	0	1	2	88	9	3	-38	3	-0.1	94
Cc1ccccc1-n1c(SCC(=O)NCc2cccs2)nc2ccccc2c1=O	-4	6	7	88	5	-7	-18	2	-3.0	82

# High-throughput results deposited in PubChem by several laboratories.

# No enrichment for hits; any-hit rate near 6.1%.
